Bioassay records from PubChem.
Mtb BioA inh – BioA (M. tuberculosis) enzyme inhibition | purified M. tuberculosis BioA enzyme, plate reader | inhibition, % at 9.99 µM | actives 0.096% (n = 360,000); in the data active = inhibition above about 40%
* = called active by the depositor. This is a subset; count on the stated rates, not on these rows.

SMILES | Mtb BioA inh
COc1ccc(NC(=O)N(C)C[C@H]2OCc3cn(nn3)CCCC(=O)N([C@H](C)CO)C[C@@H]2C)cc1 | 1.0
CCN1[C@@H]2Cn3c(ccc(-c4ccccc4F)c3=O)[C@H]1[C@@H](C(=O)N1CCCCC1)[C@@H]2CO | -1.2
CC(C)c1cn(CC[C@@H]2CC[C@@H](NC(=O)C3CCCCC3)[C@H](CO)O2)nn1 | -3.2
C[C@@H]1CN([C@H](C)CO)C(=O)Cc2cc(NC(=O)NC3CCCCC3)ccc2O[C@@H]1CN(C)S(=O)(=O)c1ccccc1 | -1.5
C[C@@H]1CN([C@H](C)CO)C(=O)c2cc(-c3ccccc3)cnc2O[C@H]1CN(C)Cc1ccc(C(=O)O)cc1 | 0.2
C[C@@H]1CN([C@H](C)CO)C(=O)c2cc(NC(=O)Nc3ccc(C(F)(F)F)cc3)ccc2O[C@@H](C)CCCCO[C@H]1CN(C)Cc1ccccc1 | -1.1
C[C@H]1CN([C@@H](C)CO)C(=O)c2cc(-c3ccc(F)cc3)cnc2O[C@H]1CN(C)CC1CCOCC1 | -1.7
CO[C@H]1CN(C)C(=O)c2ccc(NS(C)(=O)=O)cc2OC[C@@H](C)N(C)C[C@H]1C | -2.3
O=S(=O)(N[C@@H]1CC[C@H](CCn2cc(C3CC3)nn2)O[C@H]1CO)c1ccc(F)cc1 | -2.1
CCC(=O)Nc1ccc2c(c1)C(=O)N(C)[C@H]1CC[C@@H](CC(=O)NCC3CC3)O[C@H]1CO2 | -3.6
Cc1ccccc1S(=O)(=O)N(C)C[C@H]1OCc2cn(nn2)CCCC(=O)N([C@H](C)CO)C[C@H]1C | 0.3
O=C(NC[C@H]1[C@H](c2ccccc2)[C@H](CO)N1C(=O)C1CC1)NC1CCCC1 | -6.4
C[C@H](CO)N1C[C@H](C)[C@H](CN(C)C(=O)[C@@H](Cc2ccccc2)N(C)C)OCc2ccccc2-c2ccccc2C1=O | 0.3
O=C(C[C@@H]1C[C@H]2c3cc(NC(=O)C4CCC4)ccc3O[C@H]2[C@H](CO)O1)NCCN1CCCCC1 | -0.6
COc1cccc(NC(=O)N(C)C[C@@H]2Oc3cc(C#CC4(O)CCCC4)ccc3S(=O)(=O)N([C@@H](C)CO)C[C@@H]2C)c1 | 1.8
C[C@H]1CN([C@@H](C)CO)C(=O)c2cc(/C=C/c3ccccc3)cnc2O[C@H]1CN(C)S(=O)(=O)c1ccccc1 | -0.5
CC(C)(C)S(=O)N1Cc2cc(C(=O)O)nc(-c3cccc(-c4cc5ccccc5o4)c3)c2[C@@H]1CCO (some centres undefined) | -0.4
CCCC#Cc1ccc2c(c1)O[C@H](CN(C)S(C)(=O)=O)[C@H](C)CN([C@H](C)CO)S2(=O)=O | 1.2
CCNC(=O)C[C@@H]1CC[C@H]2[C@@H](COC[C@H](O)CN2C(=O)Nc2c(C)noc2C)O1 | -1.8
CCCNC(=O)[C@@H]1[C@@H](CO)[C@@H]2Cn3c(ccc(-c4cccc(F)c4)c3=O)[C@@H]2N1C(=O)CC | -0.5
CCCC(=O)Nc1ccc2c(c1)C(=O)N(C)[C@@H]1CC[C@@H](CC(=O)NCCOC)O[C@@H]1CO2 | 8.7
C[C@H](CO)N1C[C@H](C)[C@H](CN(C)C(=O)NC2CCCCC2)Oc2c(NC(=O)Nc3ccc4c(c3)OCO4)cccc2C1=O | 0.3
C[C@H]1CN([C@@H](C)CO)C(=O)c2cc(NS(=O)(=O)c3ccc(Cl)cc3)ccc2O[C@H]1CN(C)C(=O)NC1CCCCC1 | 2.7
C[C@H]1CN([C@@H](C)CO)C(=O)c2cccc(NC(=O)c3ccc(-c4nccs4)cc3)c2O[C@H]1CN(C)S(=O)(=O)c1cccs1 | -1.2
C[C@@H]1CN([C@@H](C)CO)C(=O)c2cc(NC(=O)CCC(F)(F)F)ccc2O[C@@H]1CN(C)S(=O)(=O)c1ccc(F)cc1 | 0.5

Quoted at random: 2 compounds from above.
SMILES | Mtb BioA inh
C[C@H](CO)N1C[C@H](C)[C@H](CN(C)C(=O)[C@@H](Cc2ccccc2)N(C)C)OCc2ccccc2-c2ccccc2C1=O | 0.3
CCC(=O)Nc1ccc2c(c1)C(=O)N(C)[C@H]1CC[C@@H](CC(=O)NCC3CC3)O[C@H]1CO2 | -3.6

Taken from above.
`C[C@H]1CN([C@@H](C)CO)C(=O)c2cccc(NC(=O)c3ccc(-c4nccs4)cc3)c2O[C@H]1CN(C)S(=O)(=O)c1cccs1` | Mtb BioA inh = -1.2
`C[C@H]1CN([C@@H](C)CO)C(=O)c2cc(-c3ccc(F)cc3)cnc2O[C@H]1CN(C)CC1CCOCC1` | Mtb BioA inh = -1.7

More results.
SMILES | Mtb BioA inh
CCCC#Cc1cnc2c(c1)C(=O)N([C@H](C)CO)C[C@H](C)[C@H](CN(C)S(=O)(=O)c1cccc(OC)c1)O2 | -0.7
C[C@@H]1CN([C@@H](C)CO)C(=O)c2cc(C#CCN(C)C)cnc2O[C@@H]1CN(C)C(=O)c1ccc(F)cc1 | -0.5
C[C@H](CO)N1C[C@H](C)[C@@H](CN(C)Cc2ccccn2)Oc2ncc(-c3cccc(F)c3)cc2C1=O | 2.9
C[C@@H]1CN([C@H](C)CO)C(=O)c2cc(NC(=O)Nc3ccccc3)ccc2O[C@@H](C)CCCCO[C@@H]1CN(C)S(=O)(=O)c1ccc(Cl)cc1 | -1.4
O=C(C[C@@H]1C=C[C@@H](NC(=O)C2CC2)[C@H](CO)O1)Nc1nccs1 | -1.8
CC(C)NC(=O)N[C@H]1CC[C@H](CCn2cc(-c3ccc(F)cc3)nn2)O[C@H]1CO | -1.4
C[C@H](CO)N1C[C@H](C)[C@H](CN(C)S(=O)(=O)c2ccc(Cl)cc2)OCCCC[C@H](C)Oc2ccc(NC(=O)c3ccccc3)cc2C1=O | -0.3
O=C(C[C@@H]1C[C@H]2c3cc(NC(=O)c4cccnc4)ccc3O[C@H]2[C@@H](CO)O1)NCCc1ccccc1 | 12.6
C[C@H](CO)N1C[C@H](C)[C@H](CN(C)C(=O)CC2CC2)Oc2cc(C#CC(C)(C)O)ccc2S1(=O)=O | 2.2
O=C(N[C@H]1C=C[C@H](CC(=O)N2CCOCC2)O[C@@H]1CO)c1cccc(F)c1 | 0.7
O=C(C[C@H]1C[C@H]2c3cc(NS(=O)(=O)c4ccccc4)ccc3O[C@H]2[C@H](CO)O1)NC1CCCCC1 | -2.8
CC(C)NC(=O)Nc1ccc2c(c1)C(=O)N([C@@H](C)CO)C[C@@H](C)[C@@H](CN(C)CC1CCCCC1)OCCCC[C@@H](C)O2 | 1.3
CNC(=O)C[C@@H]1CC[C@@H]2[C@H](COc3ccc(NC(=O)Cc4cccs4)cc3C(=O)N2C)O1 | 8.1
COc1ccc(NC(=O)Nc2ccc3c(c2)CC(=O)N([C@H](C)CO)C[C@H](C)[C@H](CN(C)S(C)(=O)=O)O3)cc1 | -0.7
COc1ccc(C(=O)N2C[C@H]3[C@@H](c4ccccc42)[C@H](CO)N3C(=O)Cc2ccccn2)cc1 | -7.5
C[C@@H](O)C#Cc1cnc2c(c1)C(=O)N([C@@H](C)CO)C[C@H](C)[C@@H](CN(C)C(=O)CN(C)C)O2 | 0.7
C[C@H]1CN([C@@H](C)CO)C(=O)c2cc(NS(=O)(=O)c3ccc(F)cc3)ccc2O[C@H]1CN(C)C(=O)Nc1ccc(C(F)(F)F)cc1 | 0.2
CCN(C[C@H]1N[C@@H](CO)[C@H]1c1ccc(C2=CCCC2)cc1)C(=O)c1ccccc1 | -3.1
COc1ccc(CN(C)C[C@@H]2OCCCC[C@@H](C)Oc3ccc(NC(=O)NC4CCCCC4)cc3C(=O)N([C@@H](C)CO)C[C@H]2C)cc1 | 2.1
C[C@@H]1CCCCO[C@@H](CN(C)C(=O)CCCN(C)C)[C@@H](C)CN([C@@H](C)CO)C(=O)c2cc(NC(=O)CCCN(C)C)ccc2O1 | 0.5
Cc1noc(C)c1S(=O)(=O)Nc1ccc2c(c1)C(=O)N([C@H](C)CO)C[C@@H](C)[C@@H](CN(C)CC1CCCCC1)OCCCC[C@@H](C)O2 | -0.2
CO[C@@H]1CN(C)C(=O)c2ccc(NC(=O)c3cc(C)on3)cc2OC[C@H](C)N(CC2CC2)C[C@H]1C | 1.6
CC(=O)N1[C@@H]2Cn3c(ccc(C4=CCCCC4)c3=O)[C@H]1[C@@H](C(=O)N[C@H](C)c1ccccc1)[C@@H]2CO | -0.7
C[C@H](CO)N1C[C@H](C)[C@@H](CN(C)C(=O)c2ccccc2)OCCCC[C@H](C)Oc2ccc(NC(=O)Nc3ccc4c(c3)OCO4)cc2C1=O | -1.2
O=C(C[C@H]1CC[C@H]2[C@@H](COC[C@@H](O)CN2S(=O)(=O)c2ccccc2)O1)NCc1ccc(-c2ccccc2)cc1 | 2.4
CO[C@@H]1CN(C)C(=O)c2ccc(NS(=O)(=O)c3ccc(C)cc3)cc2OC[C@H](C)NC[C@H]1C | -1.5
COCC(=O)Nc1ccc2c(c1)[C@@H]1C[C@@H](CC(=O)NCc3ccccc3F)O[C@@H](CO)[C@@H]1O2 | -5.1
C[C@@H]1CN([C@@H](C)CO)C(=O)c2cc(/C=C/c3ccccc3)cnc2O[C@@H]1CN(C)C(=O)C1CCOCC1 | -1.0
CO[C@H]1CN(C)C(=O)c2ccc(NC(=O)c3ccccc3)cc2OC[C@@H](C)N(C(=O)CN(C)C)C[C@@H]1C | -2.9
CC(C)NC(=O)N[C@@H]1CC[C@@H](CCNS(=O)(=O)c2ccc(Cl)cc2)O[C@H]1CO | -0.6
C/C=C/c1ccc([C@@H]2[C@@H](CO)N(C(=O)NC(C)C)[C@H]2CN(C)C(C)=O)cc1 | 4.1
COc1ccc(S(=O)(=O)N2C[C@H](O)COC[C@@H]3O[C@H](CC(=O)NCc4ccc(Cl)c(Cl)c4)CC[C@H]32)cc1 | -1.3
CC(=O)N(C)C[C@@H]1Oc2ncc(C#Cc3ccccc3F)cc2C(=O)N([C@@H](C)CO)C[C@H]1C | 0.3
CCCNC(=O)N1[C@H](CO)[C@@H](c2ccc(C3=CCCC3)cc2)[C@@H]1CN(C)C(C)=O | -2.2
COc1ccc(NC(=O)Nc2ccc3c(c2)C(=O)N([C@@H](C)CO)C[C@H](C)[C@@H](CN(C)Cc2ccc(C(F)(F)F)cc2)OCCCC[C@@H](C)O3)cc1 | -1.9
O=C(Nc1ccccc1F)N1CCCCN2[C@@H](CO)[C@H](c3ccc(C#Cc4ccccc4)cc3)[C@@H]2C1 | -1.5
COc1cccc(S(=O)(=O)Nc2ccc3c(c2)C(=O)N(C)C[C@@H](OC)[C@H](C)CN[C@H](C)CO3)c1 | -1.1
COc1cccc(S(=O)(=O)N2CCCCN3[C@H](CO)[C@@H](c4ccc(C#CCC(C)C)cc4)[C@H]3C2)c1 | -5.7
Cc1ccc(S(=O)(=O)Nc2ccc3c(c2)C(=O)N([C@H](C)CO)C[C@@H](C)[C@H](CN(C)C(=O)Nc2cccc4ccccc24)O3)cc1 | 1.1
C[C@H](O)C#Cc1ccc2c(c1)O[C@@H](CN(C)CC1CC1)[C@@H](C)CN([C@@H](C)CO)S2(=O)=O | -0.1
CC(C)NC(=O)Nc1cccc2c1O[C@@H](CN(C)C(=O)Nc1ccc(F)cc1)[C@@H](C)CN([C@@H](C)CO)C2=O | -1.0
O=C(C[C@@H]1CC[C@@H]2[C@H](COC[C@H](O)CN2Cc2ccc(Cl)cc2)O1)NCCc1ccccc1 | 0.9
C[C@@H]1CN([C@@H](C)CO)C(=O)c2cc(C#Cc3ccc(F)cc3)cnc2O[C@@H]1CN(C)Cc1ccccn1 | -1.6
CC(C)NC(=O)N[C@@H]1C=C[C@H](CC(=O)NCCN2CCCC2)O[C@H]1CO | -0.3
COc1ccc(NC(=O)Nc2ccc3c(c2)CC(=O)N([C@H](C)CO)C[C@H](C)[C@H](CN(C)Cc2ccccc2)O3)cc1 | -2.2
C[C@H]1CN([C@@H](C)CO)S(=O)(=O)c2ccc(C#Cc3ccccc3)cc2O[C@H]1CN(C)S(=O)(=O)c1ccccc1F | 2.3
CCCNC(=O)Nc1ccc2c(c1)OC[C@H](C)N(C(=O)C1CCOCC1)C[C@@H](C)[C@@H](OC)CN(C)C2=O | -1.1
C[C@H](CO)N1C[C@H](C)[C@H](CN(C)Cc2ccc(Cl)c(Cl)c2)Oc2ccc(NC(=O)CCC(F)(F)F)cc2CC1=O | 5.6
C[C@@H]1CN([C@@H](C)CO)C(=O)c2cccc(NC(=O)C3CCOCC3)c2O[C@@H]1CN(C)C(=O)Nc1cccc2ccccc12 | -0.3
O=C(Nc1ccc2c(c1)[C@@H]1C[C@@H](CC(=O)N3CCc4ccccc4C3)O[C@H](CO)[C@@H]1O2)c1cccnc1 | 12.5

Next results.
SMILES | Mtb BioA inh
O=C(C[C@@H]1CC[C@H]2[C@@H](COC[C@@H](O)CN2Cc2cc(F)ccc2F)O1)N1CCc2ccccc2C1 | -0.9
O=C(Nc1ccc2c(c1)[C@H]1C[C@@H](CC(=O)N3CCc4ccccc4C3)O[C@@H](CO)[C@H]1O2)c1ccc2c(c1)OCO2 | 2.5
O=C(NCC[C@H]1CC[C@@H](NC(=O)Nc2cc(F)ccc2F)[C@H](CO)O1)Nc1ccc(Cl)cc1 | 13.6
COc1ccc(NC(=O)Nc2ccc3c(c2)C(=O)N([C@H](C)CO)C[C@@H](C)[C@@H](CN(C)Cc2ccccc2)OCCCC[C@@H](C)O3)cc1 | -0.6
C[C@@H]1CCCCO[C@H](CN(C)Cc2ccc3c(c2)OCO3)[C@@H](C)CN([C@H](C)CO)C(=O)c2cc(NC(=O)Nc3ccc(C(F)(F)F)cc3)ccc2O1 | -1.3

Exported with each value named: part of the list above
Structure: COc1ccc(NC(=O)Nc2ccc3c(c2)C(=O)N([C@H](C)CO)C[C@@H](C)[C@@H](CN(C)Cc2ccccc2)OCCCC[C@@H](C)O3)cc1
  Mtb BioA inh: -0.6

Structure: O=C(Nc1ccc2c(c1)[C@H]1C[C@@H](CC(=O)N3CCc4ccccc4C3)O[C@@H](CO)[C@H]1O2)c1ccc2c(c1)OCO2
  Mtb BioA inh: 2.5

Structure: O=C(C[C@@H]1CC[C@H]2[C@@H](COC[C@@H](O)CN2Cc2cc(F)ccc2F)O1)N1CCc2ccccc2C1
  Mtb BioA inh: -0.9
